Screening results as filed in PubChem.
Cdc25B block: inhibitors of human Cdc25B phosphatase; inhibition, %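 (compounds tested at 10 µM final in the well)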; P30305; hit rate 0.1% among 65,000; recombinant Cdc25B, OMFP fluorescence Ex485/Em525; in the data active means inhibition above about 50%
TNAP act mid DEA: activators of human TNAP at intermediate phosphate acceptor; P05186; purified TNAP, CDP-star luminescence, 100 mM DEA, 30 min; active compounds read high; scale: 0 levamisole-inhibited, 1 vehicle-only enzyme; activation factor at 20 µM; 64,000 tested, under 10 active;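 active means activation factor of at least 2 at 20 µM, relative to controls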
MMP-13 inhibitor: inhibitors of human MMP13; MMP-13 fTHP FRET cleavage, Mca fluorescence; P45452; AID 570; inhibition, % at 4 µM; hit rate 0.07% among 65,000;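 active means inhibition above the mean of compound-free control plate wells plus 3 SD, cut at about 14% in these data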;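 further: 0% = DMSO wells and 100% = wells with reference MMP-13 inhibitor after basal subtraction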
Jurkat tox 60K: cytotoxic compounds reducing Jurkat cell viability; Jurkat E6.1 viability, ATP luminescence, 48 h; inhibition, % at 4 µM; hit rate 1.2% among 56,000; AID 463;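 active means inhibition above the mean inhibition of all tested compounds plus 3 SD, cut at about 28% in these data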
HEK293 NFkB inh: inhibitors of the PMA/ionomycin-induced NF-kB reporter in HEK293 cells; HEK-293 NF-kB luciferase reporter, luminescence; inhibition, % at 3 µM; hit rate 0.21% among 62,000; AID 465;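 active means inhibition above the mean of all tested compounds plus 3 SD, cut at about 40% in these data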;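 further: 0% = stimulated DMSO wells and 100% = 10 µM reference inhibitor 5653914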
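Signal: luciferase luminescence; Material: HEK-293 cells with stable firefly luciferase reporter driven by four HIV NF-kB elements; Probe or stimulus: PMA with ionomycin; Replication: tested once; Times: 1 h compound pretreatment, then 16 h stimulation at 37 °C, 5% CO2; Benchmarks: DMSO and 10 µM reference inhibitor; Evaluation: per-plate % inhibition versus controls.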
PKA kinase inh: PKA (human) kinase inhibition | inhibition, % at 6 µM | hit rate 0.1% among 65,000 | PKA Kemptide phosphorylation, Kinase-Glo ATP luminescence | AID 524;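 active means inhibition above the screen-wide mean inhibition plus 3 SD, cut at about 21% in these data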; further: many of its hits are not listed in these tables
DUSP1 inh: inhibitors of human MKP-1 phosphatase; AID 374; hit rate 0.15% among 65,000; recombinant MKP-1, OMFP hydrolysis fluorescence; inhibition, %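 (compounds tested at a single concentration somewhere between 10 and 100 µM)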;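 active means inhibition above about 50%, limit read from the data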;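 further: 0% = DMSO max control wells and 100% = wells with enzyme stopped by NaOH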
ROCK2 inh: inhibitors of human Rho kinase 2 | purified ROCK2, Kinase-Glo ATP depletion luminescence | inhibition, % at 6 µM | hit rate 0.35% among 60,000;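 active means inhibition above the screen-wide mean inhibition plus 3 SD, cut at about 18% in these data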;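 further: plate controls were DMSO wells for no effect and Y-27632 control wells after no-enzyme background subtraction for full effect; many of its hits are not listed in these tables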
Target sequence (O75116 whole entry, looked up): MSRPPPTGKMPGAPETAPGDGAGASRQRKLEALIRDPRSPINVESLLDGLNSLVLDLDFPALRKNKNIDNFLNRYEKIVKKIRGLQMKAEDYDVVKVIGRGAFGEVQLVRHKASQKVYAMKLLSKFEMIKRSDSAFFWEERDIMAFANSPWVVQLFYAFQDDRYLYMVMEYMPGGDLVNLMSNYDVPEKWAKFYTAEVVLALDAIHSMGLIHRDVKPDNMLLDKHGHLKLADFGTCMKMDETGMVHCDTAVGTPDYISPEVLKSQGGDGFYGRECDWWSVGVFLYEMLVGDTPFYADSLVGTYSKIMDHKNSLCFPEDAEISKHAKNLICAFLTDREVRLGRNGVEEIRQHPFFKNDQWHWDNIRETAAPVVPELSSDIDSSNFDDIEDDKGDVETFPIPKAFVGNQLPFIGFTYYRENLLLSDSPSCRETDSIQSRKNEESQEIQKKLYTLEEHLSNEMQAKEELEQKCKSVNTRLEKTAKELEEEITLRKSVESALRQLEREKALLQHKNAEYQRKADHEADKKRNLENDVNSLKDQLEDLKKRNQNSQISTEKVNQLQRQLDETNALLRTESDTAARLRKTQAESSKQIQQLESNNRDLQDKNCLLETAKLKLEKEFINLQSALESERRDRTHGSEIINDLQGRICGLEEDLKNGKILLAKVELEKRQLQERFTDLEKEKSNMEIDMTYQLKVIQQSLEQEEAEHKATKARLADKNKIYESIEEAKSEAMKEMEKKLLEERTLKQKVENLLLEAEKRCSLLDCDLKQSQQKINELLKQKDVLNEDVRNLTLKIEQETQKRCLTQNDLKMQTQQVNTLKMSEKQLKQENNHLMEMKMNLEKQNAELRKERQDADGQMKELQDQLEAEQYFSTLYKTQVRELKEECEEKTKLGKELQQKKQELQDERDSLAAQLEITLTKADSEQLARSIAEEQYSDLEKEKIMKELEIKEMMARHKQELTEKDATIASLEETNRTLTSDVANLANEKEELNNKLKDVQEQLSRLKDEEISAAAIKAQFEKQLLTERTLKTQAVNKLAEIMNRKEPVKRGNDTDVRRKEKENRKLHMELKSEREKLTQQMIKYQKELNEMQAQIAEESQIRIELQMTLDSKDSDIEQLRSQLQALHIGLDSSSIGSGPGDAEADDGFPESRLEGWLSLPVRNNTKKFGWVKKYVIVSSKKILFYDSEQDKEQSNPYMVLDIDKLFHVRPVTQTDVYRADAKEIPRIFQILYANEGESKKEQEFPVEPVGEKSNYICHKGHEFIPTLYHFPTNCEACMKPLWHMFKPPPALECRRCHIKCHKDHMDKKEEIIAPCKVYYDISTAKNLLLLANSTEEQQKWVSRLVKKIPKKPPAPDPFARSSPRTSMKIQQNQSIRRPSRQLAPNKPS
JNK3 inh: JNK3 (human) kinase inhibition. inhibition, % at 8 µM. P53779. purified JNK3 kinase activity, HTS. hit rate 0.61% among 60,000; in the data active means inhibition above about 17%;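 further: 0% = DMSO and 100% = reference inhibitor; many of its hits are not listed in these tables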
* marks the source's active call; other numbers are inactive results; · = no result given; [ ] = another dose, or the depositor's remark.

Start of the listing, in advance, two compounds:
canonical_smiles	Cdc25B block	TNAP act mid DEA	MMP-13 inhibitor	Jurkat tox 60K	HEK293 NFkB inh	PKA kinase inh	DUSP1 inh	ROCK2 inh	JNK3 inh
O=c1cc(-c2ccccc2)nc2nc(-c3ccco3)[nH]n12	-9.4	0.9	2.5	9.0	17.7	-1.0	14.7	-3.8	-1.6
CCOC(=O)CNC(=O)CSc1nc(C)cc(C)c1C#N	0.5	0.9	-5.1	-7.7	-0.3	13.5	25.0	7.8	-2.1

The whole of this part, from the first entry:
canonical_smiles	Cdc25B block	TNAP act mid DEA	MMP-13 inhibitor	Jurkat tox 60K	HEK293 NFkB inh	PKA kinase inh	DUSP1 inh	ROCK2 inh	JNK3 inh
O=c1cc(-c2ccccc2)nc2nc(-c3ccco3)[nH]n12	-9.4	0.9	2.5	9.0	17.7	-1.0	14.7	-3.8	-1.6
CCOC(=O)CNC(=O)CSc1nc(C)cc(C)c1C#N	0.5	0.9	-5.1	-7.7	-0.3	13.5	25.0	7.8	-2.1
CN(C)C(=O)c1ccc(COc2ccccc2Br)o1	-12.0	0.9	-1.1	4.3	-7.7	4.0	2.4	7.1	4.4
CCOC(=O)CNC(=O)Nc1nnc(-c2ccc(OCC)cc2)o1	-12.1	1	-57.3[fluorescence artefact?]	-4.0	2.9	6.4	-2.1	10.7	2.0
CCC1(C)Cc2ccccc2/C(=C/C(=O)N2CCCCC2)N1 (configuration not stated)	-17.6	1	1.3	-1.5	12.7	-1.4	-0.3	-1.6	-1.2
CCCCC(=O)Nc1cccc(-c2nc3ncccc3o2)c1	-6.2	1	-64.3[fluorescence artefact?]	1.5	-3.1	6.6	-1.1	7.2	7.1
Clc1ccc(Br)cc1-c1nc(-c2ccncc2)no1	-8.7	0.9	0.2	-0.3	-6.7	4.8	30.3	6.1	8.7
CC1(C)Cc2c(sc3ncn4nnnc4c23)CO1	-7.8	0.9	-7.6	·	·	2.5	-4.7	-2.2	-7.2
Cc1cc(C)n(-c2nncn2NC(=O)c2ccc(Cl)cc2O)n1	-1.9	1	-0.2	-7.4	1.8	4.8	19.8	1.2	5.6
CS(=O)(=O)N1CCC(C(=O)NCCN2CCN(Cc3ccccc3)CC2)CC1	-9.9	0.9	1.0	-1.3	5.6	7.0	-14.2	2.7	8.2
O=C(OCc1cccc2ccccc12)c1ccc2c(=O)[nH]c(CN3CCOCC3)nc2c1	-13.1	0.9	-5.3	-2.7	9.0	4.0	39.5	4.1	3.6
COc1ccc(CC(=O)Nc2ccc3c(c2)CCC3)cc1S(=O)(=O)N1CCOCC1	-6.0	1	-3.1	-9.2	18.6	10.7	15.7	5.6	3.6
Nc1nonc1C(=O)OCC(=O)N1CCCCC1	0.6	0.8	5.5	-6.8	16.5	13.8	-8.5	5.6	3.0
Cn1nnc(C(O)CNCc2cccs2)n1 (configuration not stated)	-0.4	1	-2.2	-0.6	8.0	-1.3	-18.1	0.4	4.9
CCOc1cc(N2CCOCC2)c(OCC)cc1NC(=O)c1nc2nccc(C)n2n1	-1.0	0.8	1.6	11.2	19.3	-2.7	21.8	0.1	4.0
COc1cc2nc(C3CCC3)n(NC(=O)C(OC(C)=O)c3ccccc3)c(=O)c2cc1OC (configuration not stated)	7.3	0.9	1.7	-0.9	18.5	-2.3	31.7	-0.3	4.1
Cn1c(SCc2nn[nH]n2)nc2c1c(=O)n(Cc1ccccc1Cl)c(=O)n2C	4.5	0.9	4.8	3.6	12.5	-2.9	4.3	0.1	0.2
COC(=O)c1cc(NC(=O)C2CC2)cc(C(=O)OC)c1	0.1	0.9	-2.5	-7.2	2.4	7.0	-0.7	3.9	3.3
Cc1ccc(CC2CC(=O)N(c3cc(C)on3)C2=O)cc1 (configuration not stated)	-7.0	1	0.3	-4.8	6.4	0.6	0.0	3.6	1.7
CC1(C)Cc2c(sc3c2c2ncnn2c2nnc(SCC(=O)NCc4ccco4)n32)CO1	9.9	1	-1.7	-3.6	-7.0	-0.6	11.2	5.5	-7.8
c1cc(-c2nnc3sc(C4CCCCC4)nn23)ccn1	6.4	0.9	0.2	·	·	7.2	2.0	4.1	-3.7
N#CC1=C(N)SC(N)=C(C#N)C1c1ccoc1	-7.4	0.9	-1.7	0.6	0.9	-3.5	8.8	-3.3	14.6
Cc1cccc(N2C(=O)c3cccc4c(N(C)CCO)ccc(c34)C2=O)c1	1.9	0.9	-15.0	2.0	8.8	6.6	9.6	3.7	-1.4
COc1ccc(OC)c(NC(=O)CSc2nnc(-c3ccco3)n2-c2ccc(C(=O)O)cc2)c1	26.0	0.9	-1.9	·	·	1.5	-7.9	1.6	-0.8
Cn1c(C(=O)O)c(CC(=O)NCC2COc3ccccc3O2)c2ccccc21 (configuration not stated)	3.3	0.9	-8.6	4.9	14.1	1.5	-11.3	2.0	3.0
Cc1sc2nc3c4ccccc4c(NCc4ccco4)nn3c(=O)c2c1C	12.1	0.9	-17.1	0.5	34.8	2.4	32.6	0.1	-0.9
O=C(Nc1ccccc1Cl)c1cnccn1	-0.7	1	-0.5	-8.5	2.1	11.5	1.8	8.9	3.1
CCOc1ccc(N(Cc2cc3ccc(C)cc3[nH]c2=O)C(=O)COC)cc1	-1.2	0.9	0.7	-0.6	0.6	-5.6	-14.5	9.7	4.0
COc1ccc(S(=O)(=O)N2Cc3ccccc3CC2C(=O)N2CCOCC2)cc1 (configuration not stated)	3.1	1.1	3.6	4.6	10.3	-3.1	-9.6	-1.2	-3.4
Cc1sc2nc(SC(C)C)nc(N)c2c1C	-1.6	0.9	5.6	6.1	-7.0	6.0	6.6	2.1	-6.9
N#Cc1c(SCC(N)=O)nsc1SCc1ccc(Cl)cc1	-15.7	0.9	-1.0	·	·	-0.9	20.3	-11.8	-3.2
COC(=O)c1ccccc1N1C(=O)[C@@H]2C(c3ccc(F)cc3)=NO[C@@H]2C1=O	2.6	0.9	3.6	-2.3	2.0	8.1	-8.9	10.2	-2.5
CC1CCCN(Cc2nc3c(c(=O)n(C)c(=O)n3C)n2CCCc2ccccc2)C1 (configuration not stated)	-5.3	·	1.1	3.9	4.6	-6.5	3.8	-3.5	-1.9
CN(C)CCCOC(=O)c1ccc(Br)cc1	-17.2	1.1	4.4	6.5	9.3	4.0	-4.2	3.1	-3.4
C=CCNC(=O)C1CCN(c2nc(C)cc(-c3ccccc3)n2)CC1	1.1	0.9	-21.2	-1.7	-41.9	11.6	16.1	1.8	-2.6
O=C(CSc1nnc(CNC(=O)c2c(F)cccc2Cl)o1)Nc1ccccc1	5.3	1	-2.0	·	7.5	1.3	-20.1	·	·
Cc1noc(C)c1S(=O)(=O)N1CCCC(C(=O)NCc2ccccn2)C1 (configuration not stated)	-5.6	0.9	1.7	-1.2	1.4	3.3	31.4	3.5	4.7
COc1ccc(N(CC(=O)N2CCc3ccccc3C2)S(=O)(=O)c2c(C)[nH]c(=O)[nH]c2=O)cc1	-3.7	0.9	1.6	-7.0	1.1	7.1	16.1	7.6	0.3
Cc1cc(C)c(OCC(=O)Nc2ccc3c(c2)OCO3)cc1C	2.4	0.9	6.9	-1.7	5.3	7.0	3.5	4.1	5.9
CSCCOC(=O)c1[nH]c2c(c1C)C(=O)CC(c1ccco1)C2 (configuration not stated)	3.4	0.9	-10.4	85.1*	29.2	5.0	21.7	2.4	0.8
O=C(CN(C(=O)CNS(=O)(=O)c1ccccc1)C1CCCC1)NCC1CCCO1 (configuration not stated)	11.0	1	-5.6	11.3	14.6	1.9	-2.0	-4.2	-6.2
c1csc(CNc2nc3ccccc3n2CCN2CCOCC2)c1	2.8	0.9	6.6	·	26.1	2.1	24.2	·	·
OCCCNCc1cccc2ccccc12	4.9	1	5.7	2.8	3.3	-9.1	8.5	-3.1	-7.3
O=C1c2[nH]nc(-c3ccccc3O)c2C(c2ccc(F)cc2)N1CC1CCCO1 (configuration not stated)	0.3	1.2	-4.3	0.4	4.0	6.4	0.0	0.2	-4.6
Cc1cccc(-c2nc(CS(=O)CC(=O)NCC3CCCO3)c(C)o2)c1 (configuration not stated)	2.5	1	-1.0	8.8	18.4	-10.0	15.6	-4.9	-6.9
CC(=O)c1cccc(NC(=O)CCS(=O)(=O)c2cccc3nonc23)c1	-15.9	0.8	4.9	·	7.3	7.5	4.5	·	·
CN(Cc1ccncc1)C1CC(=O)N(c2ccc(Cl)cc2)C1=O (configuration not stated)	2.5	1	4.2	0.0	-2.2	1.8	-16.4	5.0	-2.8
C(=N\n1cnnc1)/c1ccc2c(c1)OCCO2	-8.0	1	-7.0	·	16.2	-0.6	6.3	·	·
O=C1c2ccccc2S(=O)(=O)N1Cc1cc(=O)n2ccsc2n1	-26.2	0.9	2.9	1.9	25.8	7.9	7.1	-0.6	-3.5
COc1ccc(CN(CC(=O)NCC2CCCO2)C(=O)CCC(=O)Nc2cc(C)on2)cc1 (configuration not stated)	-3.2	1	-1.2	-7.1	9.1	4.8	-15.3	1.8	3.1

Next section, overlapping the part above by two compounds.
canonical_smiles	Cdc25B block	TNAP act mid DEA	MMP-13 inhibitor	Jurkat tox 60K	HEK293 NFkB inh	PKA kinase inh	DUSP1 inh	ROCK2 inh	JNK3 inh
O=C1c2ccccc2S(=O)(=O)N1Cc1cc(=O)n2ccsc2n1	-26.2	0.9	2.9	1.9	25.8	7.9	7.1	-0.6	-3.5
COc1ccc(CN(CC(=O)NCC2CCCO2)C(=O)CCC(=O)Nc2cc(C)on2)cc1 (configuration not stated)	-3.2	1	-1.2	-7.1	9.1	4.8	-15.3	1.8	3.1
COc1ccc(Br)cc1-c1noc(-c2ccccc2F)n1	-7.4	1	3.3	4.7	-1.9	7.4	5.9	5.4	5.8
CCCCc1ccc(S(=O)(=O)Nc2cc(C)on2)cc1	8.0	0.9	-3.8	-0.9	7.6	11.2	13.6	6.2	-0.5
O=C(CSc1nc2ccccc2s1)Nc1ncccn1	-0.3	0.9	-12.4	-0.1	10.3	0.5	26.7	-6.0	-1.4
Cc1nc(SCC(=O)N2CCC(C(N)=O)CC2)n[nH]1	11.9	0.9	2.7	-2.5	11.3	14.7	2.2	4.2	9.0
COc1cc(C(=O)N2CCC(NC(=O)C(Cc3ccc(C)cc3)NC(C)=O)CC2)cc(OC)c1OC (configuration not stated)	-4.0	1	-0.1	-1.9	2.1	7.2	6.4	2.9	-5.7
CCOc1ccccc1NC1c2ccccc2C(=O)N1c1ccc(C)cn1 (configuration not stated)	-20.9	0.9	9.0	-0.6	6.5	1.7	0.6	-3.0	-8.7
CC1Cc2nc(SCC(=O)NCC3CCCO3)n(Cc3ccccc3)c(=O)c2S1 (configuration not stated)	-1.6	·	-2.5	-11.2	-4.1	-2.5	3.1	3.4	-1.4
O=C1Nc2c(Br)cc(Br)cc2C1(O)N1CCOCC1 (configuration not stated)	11.8	1.1	-2.4	9.4	15.6	5.4	-6.4	2.7	1.2
CN1CCC(NC(=O)c2cccs2)CC1	5.9	0.9	2.8	7.0	11.6	-6.1	-3.6	-3.2	1.5
COc1ccc(CNC(=O)CSc2nc3nc(C)cc(C)n3n2)cc1	-6.2	0.8	-1.5	1.6	4.4	9.1	2.1	5.2	4.6
CCCC(=O)c1cc2cc(Cl)ccc2oc1=O	-13.5	1	-1.1	4.6	15.4	5.1	8.7	-1.6	5.1
CCC(C)c1c(O)nc(SCC(=O)N2CCOCC2)[nH]c1=O (configuration not stated)	-3.9	1	3.1	-2.6	14.7	4.9	7.4	2.8	1.1
